Source: PubChem
FBW7 activator = FBW7 E3 ligase activators, primary screen, biochemical, AlphaScreen, human | F-box/WD repeat-containing protein 7 (Homo sapiens), Q969H0 | AlphaScreen FBW7–phospho-cyclin E peptide binding, activator screen | normalized activity (activation), % at 26.1 µM | actives 0.13% (n = 650,000); in the data active means normalized activity above about 1.9%;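 further: purified mutant Fbw7 with reduced substrate affinity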
GPR151 activ = activators of human GPR151, primary screen, cell-based, PathHunter beta-arrestin, luminescence | G-protein coupled receptor 151 (Homo sapiens), Q8TDV0 | PathHunter beta-arrestin GPR151 cells | activation, % at 11.2 µM | actives 1% (n = 650,000) | AID 1508602, 2020; in the data active means activation above about 4.9%;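 further: 0% = median of compound wells and 100% = cells with positive control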
Target sequence (Q8TDV0 whole entry, looked up): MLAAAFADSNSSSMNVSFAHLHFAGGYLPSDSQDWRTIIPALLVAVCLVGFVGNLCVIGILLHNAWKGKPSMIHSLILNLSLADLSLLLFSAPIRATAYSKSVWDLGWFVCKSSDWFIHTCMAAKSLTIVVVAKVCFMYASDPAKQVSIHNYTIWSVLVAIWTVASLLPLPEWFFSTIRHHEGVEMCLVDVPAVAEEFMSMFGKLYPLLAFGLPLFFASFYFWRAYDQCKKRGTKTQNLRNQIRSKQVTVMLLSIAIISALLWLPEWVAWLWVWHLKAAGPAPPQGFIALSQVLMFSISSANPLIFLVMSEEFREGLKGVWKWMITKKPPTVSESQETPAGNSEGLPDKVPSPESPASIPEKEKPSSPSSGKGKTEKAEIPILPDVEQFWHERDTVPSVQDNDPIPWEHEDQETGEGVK
MITF primary = MITF inhibitors, primary screen, biochemical, AlphaScreen, human | Microphthalmia-associated transcription factor (Homo sapiens), O75030 | AlphaScreen MITF homodimerization, bead proximity signal | inhibition, % at 2.6 µM | actives 0.91% (n = 650,000) | AID 1259374, 2018; in the data active means inhibition above about 50%;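 further: 0% = vehicle wells with protein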
Target sequence (O75030 whole entry, looked up): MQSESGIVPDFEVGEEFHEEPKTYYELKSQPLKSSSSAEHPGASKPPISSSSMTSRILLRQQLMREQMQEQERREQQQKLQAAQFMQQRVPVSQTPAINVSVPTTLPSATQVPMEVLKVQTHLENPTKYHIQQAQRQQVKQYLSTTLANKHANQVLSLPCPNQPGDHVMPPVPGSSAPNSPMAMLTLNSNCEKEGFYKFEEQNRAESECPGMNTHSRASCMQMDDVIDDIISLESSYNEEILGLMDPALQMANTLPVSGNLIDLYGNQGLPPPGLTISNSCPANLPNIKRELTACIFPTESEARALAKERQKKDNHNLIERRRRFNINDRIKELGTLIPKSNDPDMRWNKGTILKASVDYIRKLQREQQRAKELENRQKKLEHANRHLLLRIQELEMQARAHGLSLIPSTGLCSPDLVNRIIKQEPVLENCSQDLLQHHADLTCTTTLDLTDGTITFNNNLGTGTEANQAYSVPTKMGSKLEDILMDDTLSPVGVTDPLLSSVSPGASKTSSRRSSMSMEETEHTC
TEAD-YAP inh = TEAD-YAP interaction inhibition, primary screen, TEAD-YAP interaction inhibitor project, luminescence, HEK-TIYL cells; TEAD-Gal4/YAP UAS-luciferase luminescence; inhibition, % at 9.12 µM; actives 1.4% (n = 640,000); in the data active means inhibition above about 32%;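 further: 0% = median of test compound wells and 100% = reference inhibitor wells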
Starred values were filed as active, the others as inactive; . = not tested or not shown.

SMILES,FBW7 activator,GPR151 activ,MITF primary,TEAD-YAP inh
Cc1ccc(CNC(=O)CNC(=S)N(Cc2ccccc2)Cc2cccs2)cc1,2.0*,0.1,9,7
COC(=O)c1c(OC(C)C)cc(=O)n2c1CCN(C(=O)c1cc(C)oc1C)CC2,0.0,1.3,-1,0
c1ccc(-c2cc(-c3ccccc3)n(-c3ccc(-c4nnc(-c5cccc6ccccc56)o4)cc3)n2)cc1,0.0,-0.9,2,-2
O=c1c2cnn(CCO)c2ncn1Cc1cccc(Cl)c1,0.1,0.8,9,-3
Cc1ccc2c3c(ccc2n1)NC1=C(C(=O)CCC1)C3c1ccc(O)c(O)c1 (centres undefined),-0.1,-1.3,16,10
COC(=O)c1cc(C(=O)OC)c(=O)[nH]c1C,0.1,-0.4,17,1
Cc1ccccc1CN1C(=O)C(O)(CC(=O)c2ccc(F)cc2)c2ccccc21 (centres undefined),-0.2,0.7,-4,9
CCN(CC)CC(O)COc1ccc(Br)cc1 (centres undefined),0.0,1.2,4,-6
CC(C)(C)NCCOc1cc(Cl)ccc1Cl,-0.1,-0.1,-2,-10
COc1cccc(N2CCN(C(=O)CCCCCn3c(=S)[nH]c4cc5c(cc4c3=O)OCO5)CC2)c1,1.3,-0.9,18,8
O=C(N/N=C/c1ccccc1F)c1ccc(NC(=O)c2ccc(F)cc2)cc1,0.2,-0.6,17,-1
CCOC(=O)c1c(C)oc2ccc(OCc3c(Cl)cccc3Cl)cc12,0.1,-0.3,-7,7
CCN(CC)CCCNC(=O)c1sc2ncnc(N3CCCCC3C)c2c1C (centres undefined),0.1,1.8,-4,-3
CCOC(=O)c1cc2c(c(CSc3nc4ccccc4c(=O)n3CC(OCC)OCC)c1)OCOC2,1.1,-0.1,6,-8
Cc1sc2c(c1C)c(=O)n(-c1ccccc1)c(=O)n2CC(N)=O,0.1,0.6,-4,1
CSc1ccc(CC2(CCC(=O)NCCN3CCOCC3)CCC(=O)N2)cc1 (centres undefined),0.1,0.1,-11,17
COc1ccccc1OCCOCCN1CCN(C)CC1,0.2,-0.2,43,-9
CCc1ccc(-n2cnc3cc(C(=O)NCCC4=CCCCC4)ccc32)cc1,0.1,-0.1,6,4
COc1ccc(-c2noc(Cc3ccccc3[N+](=O)[O-])n2)cc1,0.0,0.3,7,-45
CCCCCCCCCCCCCCCC(=O)NCCc1ccc(O)c(O)c1,.,-1.6,-11,.
Cc1oc2cc(O)ccc2c(=O)c1Oc1ccccc1Br,-0.1,-1.0,-3,-12
CC(=O)Oc1ccccc1-c1nc(C)nc(N(C)C(C)=O)n1,0.8,-0.2,20,-12
Cc1sc(NC(=O)C2CCCO2)c(C#N)c1C (centres undefined),0.0,3.4,17,1
O=C(c1ccc2nc(-c3cccs3)c(-c3cccs3)nc2c1)N1CCOCC1,0.3,-0.8,-7,3
Cc1cc2nnc(SCC(=O)N3CCCC(C)C3)n2c(N)n1 (centres undefined),0.2,0.0,23,2

Profiles, looked up by structure. Screens in order: FBW7 activator, GPR151 activ, MITF primary, TEAD-YAP inh
`CC(=O)Oc1ccccc1-c1nc(C)nc(N(C)C(C)=O)n1` in the list: 0.8, -0.2, 20, -12
`Cc1sc(NC(=O)C2CCCO2)c(C#N)c1C` (centres undefined) in the list: 0.0, 3.4, 17, 1
`CCOC(=O)c1c(C)oc2ccc(OCc3c(Cl)cccc3Cl)cc12` in the list: 0.1, -0.3, -7, 7
`CCN(CC)CCCNC(=O)c1sc2ncnc(N3CCCCC3C)c2c1C` (centres undefined) in the list: 0.1, 1.8, -4, -3
`COc1cccc(N2CCN(C(=O)CCCCCn3c(=S)[nH]c4cc5c(cc4c3=O)OCO5)CC2)c1` in the list: 1.3, -0.9, 18, 8

Look-ups from the entries so far:
CCOC(=O)c1c(C)oc2ccc(OCc3c(Cl)cccc3Cl)cc12 in TEAD-YAP inh → 7
Cc1cc2nnc(SCC(=O)N3CCCC(C)C3)n2c(N)n1 (centres undefined) in GPR151 activ → 0.0

Additional records:
SMILES,FBW7 activator,GPR151 activ,MITF primary,TEAD-YAP inh
COc1ccc(C2=NN3C(C2)c2cc(Cl)ccc2OC3c2ccncc2)cc1OC (centres undefined),-0.1,-0.1,-5,3
C#CC(CC)(CC)NC(=O)COc1ccccc1[N+](=O)[O-],0.1,2.9,1,9
Cc1ccc(C(c2nnnn2CS(=O)(=O)c2ccc(C)cc2)N2CCCC2)cc1 (centres undefined),-0.1,0.3,22,-5
O=C(Cn1c(=O)c2ccccc2n2nncc12)Nc1cccc(C(F)(F)F)c1,0.6,-0.9,4,1
CC(OC(=O)c1cccc(S(=O)(=O)N(C)C2CCCCC2)c1)C(=O)NC(N)=O (centres undefined),0.2,-0.5,8,3
Cc1cc(C)cc(NC(=O)CSc2n[nH]c(CC(C)C)n2)c1,-0.1,0.3,9,-1
CC(C)(C)c1ccc(OC(=O)CN2C(=O)C3C4C=CC(C5CC45)C3C2=O)cc1 (centres undefined),0.0,3.1,6,10
CCN(CC)C(=O)/C(C#N)=C/c1ccc(-c2ccccc2)o1,0.1,0.2,-8,-56
CCOC(=O)C1=C(O)/C(=C\c2ccc(F)cc2)N=C1C,-0.1,0.2,-3,5
CCOC(=O)c1cc2sccc2n1CCC(=O)O,-0.1,0.2,0,3
CC(C)NC(=O)N1CCCC(CNC(=O)c2ccccc2Cl)C1 (centres undefined),0.1,-1.5,11,4
NS(=O)(=O)c1ccc(-c2ccc(/C=N/NC(=O)c3cc4c(s3)CCCC4)o2)cc1,0.1,-0.6,1,9
Cc1ccc(Cl)cc1N(CC(=O)NCCSC(C)(C)C)S(C)(=O)=O,0.2,0.6,-20,0
CC(=O)NC(Cc1ccc(F)cc1)C(=O)NC1CCN(C(=O)Nc2ccc(F)cc2)CC1 (centres undefined),0.2,-0.9,10,7
O=C(NCC1(O)CCCCC1)c1cc(COc2ccc(F)cc2Cl)on1,0.0,-1.0,-19,2
NC(C(=O)N1CC[C@H](C(=O)Nc2ccc3[nH]ncc3c2)C1)c1cccc(Br)c1 (some centres undefined),0.0,-0.4,2,4
N#CCSc1nnc(NCc2ccccc2)s1,-0.1,0.4,-7,-4
CCCN(C)C(=O)c1c(C)nc2ccc(C)cn12,0.4,3.8,14,-7
Cc1ccc2[nH]c(=S)cc(C)c2c1,-0.1,-0.8,14,0
O=[N+]([O-])c1ccc(NNc2nnc(Cl)c3ccccc23)cc1,0.1,1.4,3,16
Cc1nc2ccccn2c1C(=O)NCCc1ccc(F)cc1,0.3,0.6,9,-15
CCOc1ccc(/C=N/NC(=O)c2cc(C)oc2C)cc1,-0.2,-7.8,-2,-29
CCc1ccc2[nH]c(=O)c(CN(Cc3cccs3)Cc3nnnn3CCOC)cc2c1,-0.1,0.2,7,6
COc1cc(NCc2ccccn2)cc(OC)c1,-0.3,0.4,5,-9
Cc1ccc(/C=C/C(=O)Nc2ccc([N+](=O)[O-])cn2)o1,0.0,-0.9,13,-3
O=C(NC1c2ccccc2-c2ccccc21)c1ccccc1,0.1,-0.3,-18,-2
O=C(CCCn1c(=S)[nH]c2cc3c(cc2c1=O)OCO3)NC1CCCCC1,0.1,-1.7,-3,1
CC(=O)c1cccc(N2CC(O)=C(c3nc4ccccc4[nH]3)C2=N)c1,0.0,1.6,2,-5
CC(C)c1ccc(OCC(=O)NNC(=O)c2ccco2)c(Br)c1,0.1,0.4,-7,-18
COCCSc1nnc(NC(=O)CCCOc2ccc(Cl)cc2Cl)s1,-0.1,-0.3,10,5
CCOc1ccc2c(c1)/C(=c1/sc3n(c1=O)CN(c1cccc(F)c1)CN=3)C(=O)N2,-0.1,-0.5,6,-7
COc1ccc(Cl)cc1/C=C1\C(=O)N(c2ccc(Cl)c(C(=O)O)c2)N=C1C,-0.1,-1.4,23,-5
CCNC(=O)N1CCN(Cc2ccc3c(c2)OCO3)CC1C(=O)N1CCOCC1 (centres undefined),0.2,-1.5,14,6
Cc1cc(C)cc(C(=O)NCCn2cc(SCC(=O)NCC3CCCO3)c3ccccc32)c1 (centres undefined),0.0,-0.5,-1,14
Cc1ccc(CN2CCc3nnc(CNC(=O)CCc4cccnc4)n3CC2)cc1,-0.1,0.1,9,4
CCOC(=O)C1CCN(Cc2c(O)ccc3ccccc23)CC1,-0.1,-0.6,10,-2
CCN(CC)c1nc(C)nc2sc(C(=O)Nc3cccc(C)n3)c(C)c12,-0.1,0.1,0,-43
CC(C)SC1=NSC2=NC(=O)/C(=C\c3coc4ccccc4c3=O)C(=N)N21,0.0,-0.2,6,-2
COc1ccc(/C=C2\SC(=Nc3ccc(OC)cc3)N(c3ccc(OC)cc3)C2=O)cc1,-0.1,0.2,4,1
O=C(Cn1c(CO)nc2ccccc21)NC1CCCCCC1,0.0,-1.3,-1,7
O=C(CN1CCSCC1)N/N=C/c1ccc(Cl)cc1Cl,-0.1,4.7,5,-13
Cc1cc(NC(=O)c2cc3c(=O)n4ccccc4nc3s2)ccc1Br,0.0,0.4,5,-17
CCCCOC(=O)/C(=C1\Nc2ccc([N+](=O)[O-])cc2N1)[N+](=O)[O-],-0.1,-1.7,6,-2
COc1ccc(OC(=O)c2ccc(C)c(S(=O)(=O)N3CCCCC3)c2)cc1,0.0,0.8,-4,-14
CCOc1ccc(NC(=O)CS(=O)c2ncc(-c3ccc(Cl)cc3)n2C)cc1 (centres undefined),0.4,-0.3,-7,-8
CCSCCOC(=O)c1[nH]c2c(c1C)C(=O)CC(c1cccs1)C2 (centres undefined),0.1,-0.5,12,55*
Cc1ccc(OCC(=O)OC2CCCN(C)C2)cc1 (centres undefined),0.0,0.8,0,0
Cc1cc(C)c(NC(=O)c2ccccc2C(=O)O)c([N+](=O)[O-])c1,-0.1,-1.1,0,-1
Cc1c(Cc2ccccc2)c(=O)n2c([nH]c3ccccc32)c1C#N,0.4,0.0,-3,8
O=c1cc(CSc2nc3ccccc3c3nc4ccccc4n23)nc2ccccn12,0.3,0.0,7,6

More structures:
SMILES,FBW7 activator,GPR151 activ,MITF primary,TEAD-YAP inh
O=C(Cn1cncn1)N1CCC(Oc2cccc(CN3CCSCC3)c2)CC1,0.0,-0.1,3,-7
CC(=O)N1CCN(C(=O)/C(C#N)=C/c2ccc3c(c2)OCO3)CC1,0.2,0.8,13,-2
O=C(NCCc1ccccc1)C1CC12CCN(C(=O)COc1ccccc1)CC2 (centres undefined),-0.2,-2.0,5,-38
Cc1ccc(NC(=O)CN(C)C(=O)COc2cc(C)ccc2C)cc1,0.1,2.9,0,0
CN(c1ccc(C(=O)NC2CCCCC2)cc1)S(=O)(=O)c1ccccc1,-0.2,-0.4,-5,2
CC(C)CC(C(=O)OCC(=O)c1ccccc1)N1C(=O)c2cc(Cl)c(Cl)cc2C1=O (centres undefined),0.1,-0.2,-3,-3
O=C(c1cnn2cccnc12)N1CCn2c(nnc2C2CC2)C1,0.4,-0.8,10,2
CCCCN(C)C(=O)c1nc2ccccn2c1CN1CCN(c2cnccn2)CC1,-0.2,-0.2,-20,-6
O=C(Nc1ccc(F)cc1)c1n[nH]c(=O)c2ccccc12,0.0,-0.1,1,-20
O=C(NCC1CCC2(CCN(Cc3nc4ccccc4s3)CC2)O1)C1CCOCC1 (centres undefined),0.0,-0.8,9,7
CCCOc1ccc(N2C(=O)CC(N(Cc3ccco3)C(=O)CC)C2=O)cc1 (centres undefined),0.6,2.0,1,-2
COc1cc(/C=C2/C(=N)N3OC(C)=CC3=NC2=O)cc(Br)c1OCC(C)C,-0.1,-0.4,3,3
CCOc1ccccc1NC(=O)c1cc(S(=O)(=O)N2CCCC2)ccc1F,0.1,1.4,-6,-17
CC(C)Cc1cc(C(=O)NCCN2CCOCC2)no1,-0.1,-0.5,-15,-8
CCN(CC)CCN1CCN(c2ncc(-c3ccccc3CO)n3ccnc23)CC1,-0.3,0.6,-1,0
Cn1c(NC(=O)c2ccc([N+](=O)[O-])cc2Cl)cc(=O)n(C)c1=O,0.0,1.4,-3,2
Cc1ccc(-c2nnn(CC(=O)Nc3cccc4cccnc34)n2)o1,0.0,0.7,6,3
COc1ccc2cc(Br)ccc2c1CC(=O)Nc1nccs1,0.0,0.1,-4,-4
O=C(NCc1ccc(Cl)c(Cl)c1)Nc1ccc2c(c1)OCO2,0.0,0.0,15,1
Cc1ccc(S(=O)(=O)N2CCCC2C(=O)Nc2cc(C)on2)cc1 (centres undefined),0.0,-0.8,11,10
O=C(OCC(=O)c1ccccc1F)c1ccccc1,0.0,-0.8,8,-1
COc1ccc(NC(=O)C2=C(C)Nc3nc(CCCO)nn3C2c2ccc(O)cc2)cc1 (centres undefined),0.0,3.0,-7,-4
O=C(CCCn1c(=O)[nH]c2cc(Cl)ccc2c1=O)N1CC=C(c2ccccc2)CC1,0.1,-0.3,1,5
COc1ccc(C2C(C#N)=C(SCC(=O)Nc3ccccc3C)NC3=C2C(=O)CC(C)(C)C3)cc1 (centres undefined),0.1,0.7,6,-4
